TEAD-YAP inh = TEAD-YAP interaction inhibition; HEK-TIYL cells, TEAD-Gal4/YAP UAS-luciferase luminescence; AID 1259422; 640,000 compounds, 1.4% hits; inhibition, % at 9.12 µM; in the data active = inhibition above about 32%;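 note: 0% = median of test compound wells and 100% = reference inhibitor wells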
FBW7 act = activators of human E3 ligase FBW7. Q969H0. AlphaScreen FBW7–phospho-cyclin E peptide binding, activator screen. normalized activity (activation), % at 26.1 µM. 650,000 compounds, 0.13% hits. AID 1259310; in the data active = normalized activity above about 1.9%;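 note: purified mutant Fbw7 with reduced substrate affinity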
Target sequence (Q969H0 whole entry, looked up): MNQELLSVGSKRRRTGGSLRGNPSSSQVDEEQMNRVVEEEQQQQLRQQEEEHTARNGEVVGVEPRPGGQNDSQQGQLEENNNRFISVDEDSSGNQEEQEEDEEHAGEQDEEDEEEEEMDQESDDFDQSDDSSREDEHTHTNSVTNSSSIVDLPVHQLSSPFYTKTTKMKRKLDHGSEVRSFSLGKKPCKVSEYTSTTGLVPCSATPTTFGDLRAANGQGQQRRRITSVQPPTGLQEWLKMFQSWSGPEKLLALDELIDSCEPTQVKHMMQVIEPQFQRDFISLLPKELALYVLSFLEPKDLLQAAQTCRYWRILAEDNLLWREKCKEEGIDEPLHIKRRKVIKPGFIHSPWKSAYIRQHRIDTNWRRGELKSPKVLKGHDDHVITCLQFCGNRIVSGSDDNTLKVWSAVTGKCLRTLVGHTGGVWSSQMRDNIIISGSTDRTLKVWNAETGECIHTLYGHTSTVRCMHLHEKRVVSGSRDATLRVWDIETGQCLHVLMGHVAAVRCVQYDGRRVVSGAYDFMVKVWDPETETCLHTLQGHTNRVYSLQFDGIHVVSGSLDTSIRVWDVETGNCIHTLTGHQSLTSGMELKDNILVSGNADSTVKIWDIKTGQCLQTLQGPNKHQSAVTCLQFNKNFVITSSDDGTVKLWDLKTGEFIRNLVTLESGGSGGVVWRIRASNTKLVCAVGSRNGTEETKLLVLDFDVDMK
MITF primary = blocks human microphthalmia-associated transcription factor | inhibition, % at 2.6 µM | 650,000 compounds, 0.91% hits | O75030 | AlphaScreen MITF homodimerization, bead proximity signal; in the data active = inhibition above about 50%;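 note: 0% = vehicle wells with protein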
GPR151 ag = activators of human GPR151; PathHunter beta-arrestin GPR151 cells, luminescence; activation, % at 11.2 µM; 650,000 compounds, 1% hits; in the data active = activation above about 4.9%;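 note: 0% = median of compound wells and 100% = cells with positive control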
Active calls of the source: *; · = not tested or not shown.

Under each structure: TEAD-YAP inh, FBW7 act, MITF primary, GPR151 ag
c1ccc(-c2cnn3c(NCc4cccs4)ccnc23)cc1
  -48, 0.2, 12, -0.4
O=C(CSc1nc(-c2ccccc2)nc2c1CCCC2)N1CCCCC1
  6, 0.2, 15, -0.5
Cc1ccc(C2/C(=C(\O)c3ccc(F)cc3)C(=O)C(=O)N2CCCN2CCOCC2)cc1 (stereo not drawn)
  2, -0.1, -20, 1.7
CCc1ccc(NC(=S)N(CCCN2CCCCC2)Cc2ccco2)cc1
  10, -0.1, -2, 0.4
Cc1cc(Cl)nc(Cl)c1NC(=O)Nc1ccccc1
  -3, 0.0, -8, -0.6
COc1ccc(CCN(Cc2ccccn2)C(=S)Nc2ccc(C)c(Cl)c2)cc1OC
  -5, -0.1, -1, -0.2
CS(=O)(=O)c1ccc(N2CCC3(CC2)OCCO3)c(F)c1
  -22, 0.1, 7, -1.2
O=C(O)c1ccc(C(=O)c2ccc3c(c2)C(=O)N(c2ccccn2)C3=O)cc1
  -5, 0.1, 19, -1.0
CCOC(=O)C(C(C)C)N(Cc1ccccc1C)S(=O)(=O)c1ccc(Br)cc1 (stereo not drawn)
  5, 0.8, 1, 0.5
CC(OC(=O)c1cccc(C(F)(F)F)c1)C(N)=O (stereo not drawn)
  -11, -0.1, -2, 0.2
COc1ccc(Br)cc1S(=O)(=O)NC1CCCCC1
  13, 0.0, 1, 0.6
O=c1c2cc(Cl)ccc2[nH]c(=S)n1Cc1ccco1
  -11, 0.0, -10, 0.0
Cc1ccc2occ(CN3CCc4c(nc(N5CCCC5)[nH]c4=O)C3)c(=O)c2c1
  2, -0.1, -10, -0.4
COc1cc(Cl)c(C)cc1NC(=O)c1ccccc1NC(=O)CSc1nnnn1C
  3, 0.0, -2, 0.9
O=C(Oc1ccc(Br)cc1/C=N/NC(=O)C(O)c1ccccc1)c1ccco1 (stereo not drawn)
  24, -0.1, 8, -0.2
CCN(Cc1ccccc1)C(=O)Cn1cnc2sc(C)c(C)c2c1=O
  13, 0.2, 10, 2.7
CCCCOc1ccccc1OCCN1CCN(C)CC1
  -2, 0.0, 2, 0.1
Cc1sc2ncn(CC(=O)NCC(=O)N(C)C3CCCCC3)c(=O)c2c1C
  4, -0.1, 2, -1.0
O=C(NCCCN1CCCCC1)c1ccc2c(c1)NC(=O)C(N1CCOCC1)S2 (stereo not drawn)
  4, -0.3, 0, -0.6
CC(C)CN(CCCNC(=O)c1ccc(N2CCCC2=O)cc1)CC(C)C
  -7, 0.7, -1, -0.6

Under each structure: TEAD-YAP inh, FBW7 act, MITF primary, GPR151 ag
O=c1cc(O)n(C2CCCC2)c(=S)[nH]1
  4, -0.1, -1, 0.1
Cc1cc(OCC(=O)NCc2ccccn2)cc(C)c1Br
  -26, -0.1, 8, -0.5
c1nc(NCCCN2CCOCC2)c2cn[nH]c2n1
  -5, -0.1, -1, -0.2
c1cc(-n2cc(-c3ncn[nH]3)cn2)cc(Nc2ccc(N3CCOCC3)cc2)n1
  -1, -0.3, 10, -1.1
COc1ccc(NC(=O)c2sc3ncnc(N4CCN(c5ccccn5)CC4)c3c2C)c(OC)c1
  -2, -0.2, 1, -1.3
CC1=C(C(N)=O)C(c2ccccc2)n2nc(SCc3ccccc3F)nc2N1 (stereo not drawn)
  1, -0.1, 3, 0.5
O=C(c1cc(F)c(F)cc1Cl)N1CCN(c2ccc(C(F)(F)F)cc2[N+](=O)[O-])CC1
  -1, -0.1, 4, 0.4
COc1ccccc1CNc1nc(C)nc2sc3c(c12)CCCC3
  5, 0.1, -2, 0.2
COCC(=O)N1CCc2nc(COc3ccccc3)c3c(c2C1)CO[C@@H](C)C3
  ·, 0.6, -16, -0.9
COc1ccc(C2C3CCc4ccc(OC)cc4C3=NN2/C(C)=C/C(C)=O)cc1 (stereo not drawn)
  -8, 0.2, -2, -0.6
COc1cc(/C=C2\Oc3ccccc3C2O)cc(Cl)c1OC (stereo not drawn)
  -10, 0.1, -1, -1.3
COc1ccc(-n2c(=O)[nH]cc(C(=O)Nc3ccccc3C(F)(F)F)c2=O)cc1
  -6, -0.1, 5, 1.3
O=C(NC1CC1)C1CCN(C2CCN(C(=O)c3c(F)cccc3Cl)CC2)CC1
  9, -0.1, 3, 0.0
COc1nc(N2CCOCC2)nc(N2CCOCC2)n1
  -2, -0.1, 9, -1.0
O=C(CNC(=O)c1ccccc1)NNC(=O)CC12CC3CC(CC(C3)C1)C2
  4, 0.0, -18, 0.9
O=C(Cn1c(=O)n(Cc2ccc(Cl)cc2)c(=O)c2cccnc21)Nc1ccccc1
  9, 0.0, 0, 3.2
C=CCn1c(=NC(=O)c2ccc(N3C(=O)CCC3=O)cc2)sc2cc(C)ccc21
  2, -0.2, 2, -1.1
Cn1c(=NC(=O)c2ccc(S(=O)(=O)N3CCOCC3)cc2)sc2c3ccccc3ccc21
  -1, 0.1, -2, 2.5
COC(=O)C1=C(C)N(C)C(=O)NC1c1ccc(C(=O)O)cc1 (stereo not drawn)
  0, 0.0, -2, 0.7
CC(=O)Nc1ccc(C(=O)N/N=C/c2ccc(C)o2)cc1
  -5, 0.1, -11, 2.1

Under each structure: TEAD-YAP inh, FBW7 act, MITF primary, GPR151 ag
CCC(C)NC(=O)CN(CCc1ccccc1)S(=O)(=O)c1ccc(C)cc1 (stereo not drawn)
  13, 0.0, -2, 0.4
COc1cccc(/C=N/NC(=O)c2ccccc2OC(C)C)c1O
  2, -0.2, 11, -1.4
C=CCN1C(=O)/C(=C2\SC(=S)N(C(C)C)C2=O)c2ccccc21
  -3, 0.0, 3, -0.5
COc1ccc(N(C(=O)c2ccccc2F)C2C=CS(=O)(=O)C2)c(OC)c1 (stereo not drawn)
  -7, -0.1, -10, 0.1
CSc1ccc(C2C(C#N)=C(N)OC3=C2C(=O)CC(C)C3)cc1 (stereo not drawn)
  -8, -0.1, 1, 1.2
COc1cc(C(=O)Nc2ccc(C(C)=O)cc2)c(Br)c(OC)c1OC
  -7, 1.8, 17, -0.4
O=[N+]([O-])c1ccccc1N/N=C/c1ccc(Br)s1
  -3, 0.7, -1, -1.0
O=C(O)CCCCCN1C(=O)c2ccc([N+](=O)[O-])cc2C1=O
  -2, 0.4, 4, 0.3
CN1NC(=O)CC1C(=O)Nc1sc2c(c1C#N)CCCC2 (stereo not drawn)
  2, 0.1, -4, 0.1
CCOC(=O)c1ccc(Nc2nc(-c3cccnc3)nc3ccccc23)cc1
  30, 0.2, 5, 0.0
COc1ccc(Cn2nnnc2CN2CCN(c3cccc(Cl)c3)CC2)cc1
  -8, 0.1, -12, 0.4
O=C(CNC(=O)C1CCCCC1)NNC(=S)NC(=O)c1ccco1
  -3, 0.0, 8, 0.5
CC(C)=CCN1CCNC(=O)C1CC(=O)NCCN1CCOC1=O (stereo not drawn)
  -9, -0.3, -18, -0.1
Cn1c(C(=O)OC(C(=O)NCc2ccccc2)c2ccncc2)cc2occc21 (stereo not drawn)
  -6, 0.1, 6, 0.0
CC(C)c1nnc(NC(=O)Cn2cnc3ccccc3c2=O)s1
  7, 0.1, 11, -0.2
CN1[C@@H](C(=O)Nc2cccnc2)C[C@@H](c2cccs2)NS1(=O)=O
  1, -0.1, -3, -0.3
CC(NC(=O)C(=O)NCCc1c[nH]c2ccccc12)c1ccccc1 (stereo not drawn)
  10, 0.0, 10, -0.2
COC(=O)C1C2CCC(C2)C1C(=O)OCC(=O)c1ccc(Br)cc1 (stereo not drawn)
  2, -0.1, -14, -0.4
Oc1ccc(C=NCC(F)(F)C(F)(F)C(F)(F)C(F)F)cc1
  16, 0.8, 14, -1.4
Cc1cc(C)nc(NC(=O)c2ccccc2Br)c1
  9, 0.2, -3, -2.1

SMILES	TEAD-YAP inh	FBW7 act	MITF primary	GPR151 ag
Cn1c(Nc2ccc(N3CCC(C(=O)NCCN4CCOCC4)CC3)nn2)nc2ccccc21	0	0.2	28	0.9
COc1ccc(CCNC(=O)c2csc(-c3ccc(N4CCOCC4)nc3)n2)cc1	15	0.2	17	-0.1
O=C(c1csc(-c2cc3ccccc3[nH]2)n1)N1CCCC1	-24	0.1	-5	-1.1
CCS(=O)(=O)c1ncc(Cl)c(C(=O)Nc2cccc(Cl)c2C)n1	57*	0.0	12	0.7
CC(OC(=O)c1nsc(Cl)c1Cl)C(=O)NCc1ccc(F)cc1 (stereo not drawn)	-1	0.0	8	0.0
COc1ccccc1C1NC(=O)NC(C)=C1C(=O)OC(C)C (stereo not drawn)	-3	-0.1	-10	0.9
COC(=O)c1[nH]nc2c1C(=O)N(c1ccccc1C(F)(F)F)C2=O	23	-0.1	6	0.4
CCc1ccc(OCC(=O)N/N=C(C)\C=C\c2ccccc2)cc1	8	-0.1	-17	2.5
COc1ccc(C2CC(C(F)(F)F)n3ncc(C(=O)N4CCN(Cc5ccccc5)CC4)c3N2)cc1OC (stereo not drawn)	-9	-0.1	-2	-1.1
COc1ccc(NC(=O)Nc2ccc(C(=O)N3CCCCC3)cc2)cc1	-4	0.7	14	12*
O=C(COc1ccc(Br)cc1C(=O)O)NCCc1ccccc1	4	-0.2	1	0.9
COc1cccc(C(=O)N2CC(=O)Nc3ccc(C)cc3C2c2ccc(F)cc2)c1OC (stereo not drawn)	-1	0.0	5	0.5

Pulled one by one from the entries so far:
SMILES	TEAD-YAP inh	FBW7 act	MITF primary	GPR151 ag
COc1cccc(C(=O)N2CC(=O)Nc3ccc(C)cc3C2c2ccc(F)cc2)c1OC (stereo not drawn)	-1	0.0	5	0.5
CCc1ccc(OCC(=O)N/N=C(C)\C=C\c2ccccc2)cc1	8	-0.1	-17	2.5
O=C(COc1ccc(Br)cc1C(=O)O)NCCc1ccccc1	4	-0.2	1	0.9
COc1ccc(CCNC(=O)c2csc(-c3ccc(N4CCOCC4)nc3)n2)cc1	15	0.2	17	-0.1
CC(OC(=O)c1nsc(Cl)c1Cl)C(=O)NCc1ccc(F)cc1 (stereo not drawn)	-1	0.0	8	0.0
COc1ccccc1C1NC(=O)NC(C)=C1C(=O)OC(C)C (stereo not drawn)	-3	-0.1	-10	0.9

Additional structures
SMILES	TEAD-YAP inh	FBW7 act	MITF primary	GPR151 ag
O=S(=O)(CCSc1nnc(-c2cccc(Br)c2)n1-c1ccccc1)c1ccccc1	11	-0.1	-1	-0.9
COCCCNc1c(-c2ccc(Cl)cc2)c(=O)c1=O	48*	0.0	-5	-1.2
COc1ccc(-c2nnn(C3CCN(C(=O)c4cn[nH]c4C)CC3)n2)cc1	11	-0.1	-2	1.0
C=C(C)CN1C(=O)NC(CC)(C2CCN(C(=O)c3csc(C(C)=O)c3)CC2)C1=O (stereo not drawn)	-1	-0.2	4	1.0
O=C(N/N=C\c1ccc(Cl)cc1)c1cncc(Br)c1	12	-0.1	-2	-0.3
O=c1nc(SCc2ccc(Cl)cc2Cl)c2c(n1CCCO)CCC2	7	0.1	2	-0.7
O=C1CN(S(=O)(=O)c2cccc(Cl)c2Cl)CC(=O)N1CCc1ccccc1	-4	-0.1	-2	-1.3
CC(OC(=O)Cn1c(C(F)(F)F)nc2ccccc21)C(=O)N(C)c1ccccc1 (stereo not drawn)	9	-0.1	1	0.2
CCC(C)c1ccc(OCC(=O)Nc2cccc(C(=O)Nc3nccs3)c2)cc1 (stereo not drawn)	-3	-0.1	2	1.7
CNC(=O)c1ccsc1NC(=O)/C=C/c1cccs1	-17	-0.1	-6	-8.4
CN(C)S(=O)(=O)c1cccc(NC(=O)COC(=O)c2cc3ccccc3oc2=O)c1	-35	0.1	2	-0.8
CC(C)c1ccc(NC(=O)CSc2nc3ccc(NC(=O)Cc4cccc5ccccc45)cc3s2)cc1	0	0.1	-12	-0.5

SMILES	TEAD-YAP inh	FBW7 act	MITF primary	GPR151 ag
CSc1nnc(-c2cccc(NC(=O)c3ccccc3C)c2)n1C	-5	0.1	17	-0.7
CS(=O)(=O)c1ccccc1C(=O)Nc1nc2ccccc2[nH]1	-2	0.1	12	2.8
C/C(CC(=O)NCc1ccco1)=N\NC(=O)COc1ccc(Br)cc1	-7	0.3	-5	-0.2
Cc1cc(=O)oc2ccc(OCC(=O)Nc3ccc4c(c3)OCCO4)cc12	11	0.1	13	-0.3
CC(C)n1nnnc1C(c1ccc(F)cc1)N1CCN(C2CCCC2)CC1 (stereo not drawn)	-12	-0.1	0	-0.8
COC(=O)c1ccc(CNC(=O)CC2C(=O)NCCN2C/C=C/c2ccccc2)cc1 (stereo not drawn)	-1	-0.1	-12	0.4
CCCCN(C)CCCN(Cc1cccs1)C(=S)Nc1cccc(C)c1	8	0.1	6	1.8
COC(c1ccc2c(c1)CN(C(=O)CN1C(=O)CSC1=O)CCO2)C1CCCCC1 (stereo not drawn)	1	-0.1	-1	-0.2
FC(F)(F)Oc1ccc(NC2=NCCC2)cc1	-1	0.1	4	-0.7
N/C(Cc1ccc([N+](=O)[O-])cc1)=N\OC(=O)c1ccc(Br)cc1	2	0.1	-2	1.9
O=C(O)c1ccc2c(c1)C(=O)N(c1n[nH]c(-c3cccnc3)n1)C2=O	-1	-0.1	11	-0.5
O=C1CCC(CCNCc2cccc(C(F)(F)F)c2)N1CCc1ccccc1 (stereo not drawn)	-8	-0.1	-16	-1.3
COc1cccc(CN(Cc2ccco2)Cc2nnnn2C(C)(C)C)c1	11	0.0	-5	0.5
O=C(Cc1ccccc1Cl)NC1=NCCS1	-1	0.8	4	-1.1
COc1ccc(C2C(C(=O)Nc3ccccc3OC)c3ccccc3C(=O)N2Cc2ccc(F)cc2)cc1 (stereo not drawn)	4	0.2	6	-0.7

Compound activity: PubChem BioAssay, The Scripps Research Institute Molecular Screening Center
